SV40 large T antigen: SV40 large T antigen inhibitors, biochemical (AID 1903) | SV40 large T antigen ATPase/helicase inhibition assay; higher % means a stronger effect | one-dose inhibition, % at 20 µM; IC50 in µM for titrated hits | actives 0.39% (n = 310,000); in the data active = a potency from the dose series; inconclusive = inhibition mostly from about 32% at the one dose, without a potency; inactive = the rest, 99 in 100 with inhibition below about 32%; note: strong numbers were not always called active
T cell modulator: modulators of CD8 T cell-vesicle binding, primary screen, mouse 2C CD8+ T cells, flow cytometry | 2C CD8+ T cell-vesicle binding; active compounds read low | calls only at 7 µM | actives 0.068% (n = 330,000);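 active = response, share of CD8 T cells binding vesicles, and their 90th percentile fluorescence all below set limits, cut at about 80% in these data, passing the limit was not always enough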
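Assay system: 2C TCR transgenic mouse naive CD8+ T cells, MACS-purified | Read-out: CD8+ gate FL2 mean fluorescence as % of same-row positive control | Signal: High-throughput flow cytometry with anti-B7-1 and anti-CD8 staining | Timing: Binding step 1.5 h, 37 °C, antibody labelling 20 min, ice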
RSV antiviral HEp-2: RSV antiviral activity via CPE protection, HEp-2 cells, primary 10 µM value included (AID 2391); CPE inhibition, % at 10 µM; hits with a dose series show IC50 in µM; HEp-2 cells, RSV-induced CPE inhibition; higher % means a stronger effect; actives 0.13% (n = 310,000); in the data active = a potency from the dose series; inconclusive = CPE inhibition mostly from about 23% at the one dose, without a potency; inactive = the rest, 99 in 100 with CPE inhibition below about 21%; note: strong numbers were not always called active
bCat nuc transl: modulators of beta-catenin nuclear translocation, primary screen, imaging, HeLa cells, immunofluorescence, high-content | nuclear translocation activity, % at 5 µM | actives 0.3% (n = 190,000);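 active = nuclear translocation activity above 50% at 5 µM, with a well cell count of 50 or more; inconclusive = wells under 50 cells across six images, flagged as toxic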;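 note: per-cell ratio of nuclear to cytoplasmic median beta-catenin stain intensity; plate controls were DMSO negative control for no effect and GSK-3 inhibitor IX positive control for full effect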
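Test system: HeLa cells, endogenous beta-catenin; Compound: single 5 µM dose plus 0.02–20 µM confirmation series; Times: compound exposure 24 h at 37°C; Signal: fluorescence imaging of beta-catenin antibody stain plus DAPI; Read-out: % activation, nuclear-to-cytoplasmic median beta-catenin signal ratio per cell.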
WT yeast gro inh: growth inhibition of WT strain, primary screen, mitochondrial fusion inhibitor project, WT and mutant strains, chemical genetic | mitochondrial fusion phenotypic screen | inhibition, % at 10 µM | actives 2.1% (n = 190,000) | AID 1362, 2008; in the data active = inhibition above about 58%; tested in S. cerevisiae
Myeloid diff 2: induction of myeloid progenitor differentiation, primary screen, cell-based, flow cytometry, MLPCN library | actives 1% (n = 360,000) | calls only at 10 µM | ER-HoxA9 myeloid progenitors, lysozyme-GFP differentiation | AID 624256, 2012;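 active = normalized GFP-positive differentiation at or above the plate's own cutoff, the solvent-only control mean plus 3 SD; inconclusive = no clear call, values can overlap the other calls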;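 note: cells exposed to compound for four days before flow analysis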
PhoP inhibition: inhibitors of PhoP regulon expression, primary screen, Salmonella Typhimurium, GFP reporter (AID 1863); inhibition, % at 50 µM; hits with a dose series show IC50 in µM; S. Typhimurium PhoP-regulated promoter GFP reporter, 4 h; higher % means a stronger effect; actives 0.16% (n = 300,000);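 active = inhibition over 29.93%, a cutoff 3 SD above the screen mean, later confirmed by dose response; inconclusive = inhibition over 29.93% but no dose response follow-up; inactive = inhibition at most 29.93% or unconfirmed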;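 note: 0% = low Mg2+ inducing control and 100% = high Mg2+ repressing control; strong numbers were not always called active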
West Nile antiviral: West Nile virus antiviral activity, cell-based, CPE readout (AID 1621); CPE inhibition, % at 10 µM; hits with a dose series show IC50 in µM; actives 0.02% (n = 290,000); West Nile virus-infected cells, CPE inhibition; higher % means a stronger effect; in the data active = a potency from the dose series; inconclusive = CPE inhibition mostly from about 3.7% at the one dose, without a potency; inactive = the rest, 99 in 100 with CPE inhibition below about 2.2%; note: strong numbers were not always called active
Rac1 GTP hydrolysis: MgcRacGAP GTPase-activating activity inhibitors, confirmation, biochemical, ADP Hunter fluorescence; Rac GTPase-activating protein 1 (Homo sapiens); MgcRacGAP-stimulated Rac1 GTP hydrolysis, ADP Hunter fluorescence; higher % means a stronger effect; GST-tagged Rac1 F28L mutant substrate; one-dose inhibition, % at 30 µM; IC50 in µM for titrated hits; actives 0.6% (n = 340,000); AID 624330, 2012;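 active = first-screen hits whose inhibition reached a set limit at any dose in the follow-up dose series; inconclusive = inhibition above the set first-screen limit but never retested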;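 note: fluorescence reports GDP produced by GAP-driven GTP hydrolysis; strong numbers were not always called active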
WT yeast gro inh mutant strain: second read-out of WT yeast gro inh, no call of its own (marks repeat the call); inhibition, %; mitochondrial fusion phenotypic screen, mutant strain inhibition
bCat nuc transl cell count 5 µM: recorded beside bCat nuc transl, whose call it bears; cell count; measured here: cell count, cytotoxicity flag
T cell modulator vesicle-bound %: recorded beside T cell modulator, whose call it bears; double positive events, %; measured here: CD8+ vesicle-bound cell fraction;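 binding gate set so that unloaded-vesicle control wells show 10% double positive cells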
Myeloid diff 2 GFP+ MAC1+ %: second read-out of Myeloid diff 2, no call of its own (marks repeat the call); GFP+ MAC1+ double positive, %; measured here: differentiation confirmed by MAC1 staining
An asterisk follows results filed as active; i = inactive; ? = inconclusive; / = no result given.

The first two compounds, to show the layout:
Compound	SV40 large T antigen	T cell modulator	T cell modulator vesicle-bound %	RSV antiviral HEp-2	bCat nuc transl	bCat nuc transl cell count 5 µM	WT yeast gro inh	WT yeast gro inh mutant strain	Myeloid diff 2	Myeloid diff 2 GFP+ MAC1+ %	PhoP inhibition	West Nile antiviral	Rac1 GTP hydrolysis
O=C(Nc1ccccc1C(=O)NC1CCCCC1)c1ccco1	11%	i	24	0.4%	1.7	1174	-6	0	i	0.5	4%	0.3%	10%
CCCCC1(C)NC(=O)N(CC(=O)Nc2ccc(S(=O)(=O)N3CCOCC3)cc2)C1=O (stereo unspecified)	0%	i	30	2.7%	3.6	771	-11	-9	i	0.5	3%	0.4%	5%

The list itself, from the start:
Compound	SV40 large T antigen	T cell modulator	T cell modulator vesicle-bound %	RSV antiviral HEp-2	bCat nuc transl	bCat nuc transl cell count 5 µM	WT yeast gro inh	WT yeast gro inh mutant strain	Myeloid diff 2	Myeloid diff 2 GFP+ MAC1+ %	PhoP inhibition	West Nile antiviral	Rac1 GTP hydrolysis
O=C(Nc1ccccc1C(=O)NC1CCCCC1)c1ccco1	11%	i	24	0.4%	1.7	1174	-6	0	i	0.5	4%	0.3%	10%
CCCCC1(C)NC(=O)N(CC(=O)Nc2ccc(S(=O)(=O)N3CCOCC3)cc2)C1=O (stereo unspecified)	0%	i	30	2.7%	3.6	771	-11	-9	i	0.5	3%	0.4%	5%
CCOC(=O)CON1C(=O)C(=O)N(OCC(=O)OCC)[C@H]2CCCC[C@H]21	17%	i	25	/	1.6	1317	/	/	i	0.4	2%	-0.1%	3%
Cc1ccc(N(CC(O)Cn2c3ccccc3c3ccccc32)S(C)(=O)=O)c(C)c1 (stereo unspecified)	17%	i	24	-2.4%	-4.0	1002	67*	9.9*	i	1.2	2%	0.2%	3%
COc1cc(OC)c(C(=O)OCC(=O)N(Cc2ccccc2)C(C)(C)C)cc1OC	3%	i	45	-0.4%	0.6	1149	5	7	i	0.7	-4%	-0.8%	3%
O=C(Nc1nncs1)C12CC3CC(CC(Cl)(C3)C1)C2	10%	i	32	3.7%	/	/	/	/	i	0.5	-11%	0.6%	/
C=CCn1c(COc2cccc(C)c2)nnc1SCn1nnc2ccccc2c1=O	7%	i	54	14%	-0.4	960	-2	-10	i	1.4	7%	-0.3%	4%
COc1cc(C2c3c(oc4ccccc4c3=O)C(=O)N2Cc2ccncc2)ccc1O (stereo unspecified)	10%	i	10	0.3%	-2.5	813	2	4	i	0.7	2%	0.2%	10%
Cc1cccc(NC(=S)NCCC(c2ccccc2)c2ccccc2)c1	8%	i	52	15%	/	/	69*	41*	i	0.9	1%	-1.7%	7%
COc1ccc(C(c2nnnn2C(C)(C)C)N2CCN(c3nc4ccccc4s3)CC2)cc1 (stereo unspecified)	-6%	/	/	/	-1.0	900	35	-9	i	0.9	22%	-0.5%	9%
CCCCC(=O)N(Cc1ccc2c(c1)OCO2)Cc1nc2ccccc2c(=O)[nH]1	9%	i	57	-0.9%	-1.1	1110	-11	-12	i	0.0	0%	-1.4%	-2%
COc1ccc(N2CCN(S(=O)(=O)Cc3ccccc3)CC2)cc1	0%	i	14	3.0%	-2.8	1183	-21	4	i	18	-1%	0.4%	1%
CCN(CC)CCCN=Cc1c(O)n(-c2ccccc2C)c(=O)c2ccccc12	5%	i	49	0.3%	1.0	1257	/	/	i	0.9	-4%	-0.1%	-3%
COc1cccc(NC(=O)c2ccc(-c3ccccc3[N+](=O)[O-])o2)c1	2%	i	34	13%	-4.5	1217	19	2	i	0.5	-3%	-0.5%	4%
COCc1cc(C)nc(OCC(=O)N/N=C\c2cc(C)n(-c3cccc(C(F)(F)F)c3)c2C)c1C#N	7%	i	57	2.4%	/	/	-8	-6	/	/	-3%	0.4%	7%
Cc1ccc(S(=O)(=O)N2CCN(C)CC2)cc1	4%	i	54	0.9%	/	/	/	/	i	0.2	-6%	0.7%	2%
O=S(=O)(CCN1CCN(C(c2ccccc2)c2ccccc2)CC1)C(F)(F)F	8%	i	42	-1.0%	0.5	945	-2	-8	i	4.8	6%	0.1%	1%
CCCCN(CC)Cc1c(C)[nH]c2c(ccc3ccccc32)c1=O	11%	i	22	1.0%	/	/	/	/	i	0.6	-2%	0.1%	9%
Cc1ccc(C)c(NC(=O)COC(=O)CNC(=O)c2ccccc2Cl)c1	9%	i	55	0.5%	-5.1	1104	-2	-6	i	0.7	-6%	0.5%	13%
Cc1ccc(S(=O)(=O)NC(=O)Nc2ccc(C)cc2C)cc1	3%	i	2	0.1%	/	/	/	/	i	0.3	3%	0.1%	1%
CCOC(=O)Cc1nn(C(C)C)c(=O)c2ccccc12	/	i	1	0.1%	0.0	904	-15	-4	i	0.5	/	-0.8%	1%
O=C(c1ccccn1)N(CC1CCCO1)C1(C(=O)NC2CCCCC2)CCCCC1 (stereo unspecified)	-1%	i	7	-0.9%	1.0	1397	-4	-2	i	0.8	-9%	0.5%	3%
O=C(CSc1nc(N2CCCCC2)nc(N2CCCCC2)n1)N1CCc2ccccc21	-7%	/	/	/	-4.6	1226	24	8	/	/	0%	0.1%	/
COc1ccc(-c2noc(C3CCCN(C(=O)Nc4ccccc4)C3)n2)cc1 (stereo unspecified)	10%	i	12	13%	0.6	1557	-2	-8	i	0.8	-1%	-0.9%	6%
C=C1CCN([C@H](C(=O)Nc2ccc(OC)cc2)C(C)C)S(=O)(=O)c2ccccc21	19%	i	29	2.8%	-0.6	1096	/	/	i	2.8	2%	-0.5%	4%

Next section.
Compound	SV40 large T antigen	T cell modulator	T cell modulator vesicle-bound %	RSV antiviral HEp-2	bCat nuc transl	bCat nuc transl cell count 5 µM	WT yeast gro inh	WT yeast gro inh mutant strain	Myeloid diff 2	Myeloid diff 2 GFP+ MAC1+ %	PhoP inhibition	West Nile antiviral	Rac1 GTP hydrolysis
CCCC1(c2ccccc2)NC(=O)N(CC(=O)Nc2sc(-c3ccccc3)cc2C(=O)OCC)C1=O (stereo unspecified)	6%	i	42	6.2%	0.6	1182	3	1	i	1.2	0%	14%	5%
O=C(O)C(Cc1ccccc1)n1c(=S)[nH]c2ccccc2c1=O (stereo unspecified)	5%	i	19	-0.1%	-4.6	1088	-4	2	i	2.9	-5%	0.3%	3%
O=C(/C=C/c1ccco1)Nc1cccc(-c2nc3ccccc3[nH]2)c1	8%	i	7	13%	-2.7	1328	5	1	i	5.4	17%	/	12%
CC(C1CC1)N(C(=O)c1ccccc1[N+](=O)[O-])c1ccccc1 (stereo unspecified)	17%	i	38	0.8%	-1.9	1067	-14	11	i	0.2	6%	-1.6%	15%
O=C(COc1ccc(Br)cc1Cl)NCCCN1CCOCC1	22%	i	19	0.5%	/	/	/	/	i	0.2	-4%	-0.9%	7%
CCCCN(C(=O)CN1C(=O)C2CC=CCC2C1=O)c1c(N)n(CCC)c(=O)[nH]c1=O (stereo unspecified)	8%	i	44	-0.1%	0.5	1032	-1	1	i	0.3	-13%	0.4%	9%
COc1ccc(CN(C)S(=O)(=O)c2nnc(NC(=O)c3cccc(F)c3)s2)cc1OC	6%	i	12	11%	/	/	/	/	i	0.0	-6%	0.5%	2%
CCN(CC(=O)N1CCOCC1)S(=O)(=O)c1ccc2ccccc2c1	4%	i	54	0.3%	/	/	/	/	i	0.4	0%	-0.1%	3%
C#CC1(NC(=O)NS(=O)(=O)c2ccc(C)cc2)CCCCC1	3%	i	58	3.6%	/	/	/	/	/	/	13%	0.1%	4%
Cc1nn(C)cc1/C=N\NC(=O)c1ccc(Cn2cc(Cl)cn2)cc1	3%	i	34	0.9%	-3.4	607	-2	-11	i	1.0	1%	0.4%	7%
Cc1ccc(N2C(=O)CCC2=O)c(C)c1	6%	i	56	1.5%	/	/	/	/	i	0.4	/	/	5%
COc1ccc(Cc2[nH]n3c(=O)cc(C(C)C)nc3c2-c2ccccc2)cc1	8%	i	62	14%	-0.1	1502	7	0	i	0.1	7%	-1.2%	5%
CCOC(=O)CC(=O)CSc1nnc2c(n1)[nH]c1ccccc12	6%	i	50	7.9%	2.7	1432	6	22	i	0.7	-4%	-0.9%	3%
COc1ccc(-c2csc(NC(=O)c3ccc(OCC(=O)N4CCOCC4)c(OC)c3)n2)cc1	10%	i	50	?	-0.9	562	-8	-15	i	0.3	-9%	-0.7%	9%
COC(=O)c1ccc(COc2ccc3c(C)c(C)c(=O)oc3c2C)o1	14%	/	/	/	1.0	1207	18	21	/	/	20%	-1.0%	/
CC1Cc2ccccc2N1S(=O)(=O)c1cccc(C(=O)NCc2ccccn2)c1 (stereo unspecified)	/	i	38	2.0%	/	/	/	/	i	0.5	/	/	2%
COC(=O)c1ccc(NC(=S)N2CCN(CCO)CC2)cc1	-3%	i	37	0.3%	/	/	/	/	i	0.6	-2%	0.5%	9%
CCc1nc(CNC(=O)C2CCC(=O)N(Cc3cccc(OC)c3)C2)no1 (stereo unspecified)	3%	i	11	0.2%	/	/	/	/	i	1.6	-4%	0.0%	7%
O=C(NCc1cccs1)c1cccc(N2CCCC2=O)c1	13%	/	/	2.1%	0.8	1201	3	20	i	2.3	7%	0.2%	7%
